# Screening results from PubChem BioAssay.
# TRPC4 act = activators of mouse TRPC4 channel | Q9QUQ5 | B-score at 10 µM | 310,000 tested, 0.49% active | HEK293 TRPC4beta/mu-opioid, Fluo4 calcium fluorescence; active compounds read high;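 active means B-score above 5 SD of library B-scores, and initial fluorescence ratio not above library mean plus 5 SD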;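 further: positive B-score marks a calcium rise read as TRPC4 activation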
# Target sequence (Q9QUQ5 whole entry, looked up): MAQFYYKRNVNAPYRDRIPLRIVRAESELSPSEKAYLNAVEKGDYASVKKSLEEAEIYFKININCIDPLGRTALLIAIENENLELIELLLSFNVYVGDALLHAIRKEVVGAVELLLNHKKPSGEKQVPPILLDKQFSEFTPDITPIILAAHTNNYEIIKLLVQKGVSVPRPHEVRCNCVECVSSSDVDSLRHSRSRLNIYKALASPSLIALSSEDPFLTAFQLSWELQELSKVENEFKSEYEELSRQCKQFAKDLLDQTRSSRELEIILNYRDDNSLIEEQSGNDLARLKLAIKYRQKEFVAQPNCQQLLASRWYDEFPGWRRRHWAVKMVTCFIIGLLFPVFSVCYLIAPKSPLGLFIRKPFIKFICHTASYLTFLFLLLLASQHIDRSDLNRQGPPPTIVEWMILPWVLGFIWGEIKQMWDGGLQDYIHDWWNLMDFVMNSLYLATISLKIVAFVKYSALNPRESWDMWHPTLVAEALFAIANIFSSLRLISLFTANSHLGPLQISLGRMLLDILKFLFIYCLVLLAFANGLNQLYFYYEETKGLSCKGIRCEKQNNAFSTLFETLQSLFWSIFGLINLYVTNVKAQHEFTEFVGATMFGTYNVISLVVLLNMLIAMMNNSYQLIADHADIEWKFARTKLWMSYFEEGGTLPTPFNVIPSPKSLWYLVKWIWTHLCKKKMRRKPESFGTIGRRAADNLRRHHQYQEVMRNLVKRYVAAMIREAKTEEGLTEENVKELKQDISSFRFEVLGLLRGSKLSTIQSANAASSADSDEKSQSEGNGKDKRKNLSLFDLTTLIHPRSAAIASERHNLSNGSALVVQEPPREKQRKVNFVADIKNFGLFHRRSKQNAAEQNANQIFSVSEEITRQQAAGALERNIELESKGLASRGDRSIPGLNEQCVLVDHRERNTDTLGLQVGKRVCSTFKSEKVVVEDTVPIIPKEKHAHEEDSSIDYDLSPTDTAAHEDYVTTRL
#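 Assay system – TRPC4beta and mu-opioid receptor HEK293 stable cells · Measured by – Fluo4 fluorescence, kinetic · Schedule – dye loading 45 min room temperature, 110 s kinetic read · Read-out – B-scored integrated calcium fluorescence ratio · Controls – buffer and maximal DAMGO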
# HIF activator = HIF pathway transcriptional activation; U2OS HRE-luciferase reporter, luminescence; normalized: DMSO 0%, desferrioxamine 100%; activation, % at 7.5 µM (by protocol); 300,000 tested, 0.32% active;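 active means mean activation of at least 10% of the iron chelator positive control signal, with at least half of replicates also reaching 10%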
# TRPC4 PAM = TRPC4 (mouse) allosteric potentiation | Q9QUQ5 | HEK293 TRPC4beta/mu-opioid, DAMGO EC20, Fluo-4 Ca2+ flux; active compounds read high | B-score at 10 µM | 310,000 tested, 0.42% active | AID 2227;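 active means B-score of calcium response area above 5 SD of library B-scores, with initial fluorescence ratio within 5 SD of library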;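 further: B-score of integrated fluorescence ratio over time as area under calcium response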
# IEC-6 tox = IEC-6 cytotoxicity, counter-screen for KLF5 inhibitors; luminescence viability; 290,000 tested, 0.78% active; inhibition, % at 5 µM; in the data active means inhibition above about 22%;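 further: 0% = plate median of test compound wells and 100% = cytotoxic reference compound wells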
# MrgX1 antagonist = blocks BAM8-22 activation of human MrgX1 receptor | Q96LB2 | MRGX1-HEK293 calcium flux, Fluo-4, BAM8-22 antagonism; active compounds read low | B-score at 10 µM | 310,000 tested, 1.3% active | AID 588676;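 active means calcium-response B-score plate-corrected more than 3 library SD below zero, starting fluorescence within 5 deviations, no agonist response on first addition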;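 further: peak minus trough fluorescence over baseline after final BAM8-22 challenge near maximal dose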
# SKKanGAS inh = blocks kanamycin growth of S. pyogenes SKKanGAS strain; BacTiter-Glo, 6 h; 300,000 tested, 1.3% active; inhibition, % at 7.5 µM; AID 1662;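 active means mean replicate score, as percent of positive control median, at least 50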;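 further: strain carries kanamycin resistance gene driven by streptokinase promoter and grows in 40 µg/ml kanamycin; loss of luminescence reflects streptokinase promoter inhibition or plain growth inhibition; 0% = median of DMSO wells and 100% = positive control at its reference dose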
# TRPC6 activator = mouse TRPC6 channel activation | HEK293-TRPC6 membrane potential dye fluorescence; active compounds read high | B-score at 10 µM | 310,000 tested, 0.13% active | AID 2550;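 active means B-score of the integrated fluorescence ratio above library mean plus 3 SD, and starting fluorescence ratio within library mean plus 5 SD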;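 further: higher score means more depolarization so channel activation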
# aSyn UTR inh = 5' untranslated region of α-synuclein, MLPCN primary screen | alpha-synuclein 5'UTR reporter, inhibitor activity | inhibition, % (tested at 7.5 µM) | 300,000 tested, 0.82% active; in the data active means inhibition above about 60%;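 further: H4 neuroglioblastoma cells stably carrying SNCA 5'UTR luciferase fusion; 0% = DMSO wells and 100% = positive control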
# TRPC6 inhibitor = blocks the mouse TRPC6 cation channel. AID 2553. B-score at 10 µM. Q61143. HEK293-TRPC6, membrane potential dye, ACh-evoked depolarization; active compounds read low. 310,000 tested, 1.1% active;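 active means B-score under library mean minus 3 SD, initial fluorescence not abnormally high, positive integrated signal ratio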;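 further: B-score derived from integrated fluorescence ratio over the kinetic read; more negative B-score means stronger inhibition of depolarization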
# TRPC4 inh = inhibitors of mouse TRPC4 channel | 300,000 tested, 0.39% active | AID 2247 | B-score at 10 µM | HEK293 TRPC4beta/mu-opioid, DAMGO-evoked Fluo4 calcium flux; active compounds read low | Q9QUQ5;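 active means B-score over 3 SD under the library average, no early fluorescence shift, positive overall ratio signal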
#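 test system = HEK293 cells with stable TRPC4beta plus mu-opioid receptor expression | detection = Fluo4 Ca2+ flux fluorescence | read-out = integrated fluorescence ratio relative to baseline, converted to per-well B score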
# KLF5 inhibitor = suppresses KLF5 promoter-driven expression; DLD-1 KLF5 promoter-luciferase reporter, luminescence; inhibition, % at 5 µM; 290,000 tested, 0.23% active; AID 1700;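 active means inhibition above a per-plate limit of that plate's mean compound inhibition plus 3 SD, cut at about 60% in these data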;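 further: 0% = DMSO wells and 100% = LY294002 at 200 µM; higher means less KLF5 promoter-driven luciferase light; inactives centre near -14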
# Starred values were filed as active, the others as inactive; i = inactive; . = no result given.
SMILES,TRPC4 act,HIF activator,TRPC4 PAM,IEC-6 tox,MrgX1 antagonist,SKKanGAS inh,TRPC6 activator,aSyn UTR inh,TRPC6 inhibitor,TRPC4 inh,KLF5 inhibitor
COC(=O)C(C(=O)OC)C(C[N+](=O)[O-])c1ccc(O)c(OC)c1 (stereo not drawn),i,-0.6,i,13,i,-3,i,18,i,i,6
CN(C)c1ccc(C2Nc3ccccc3C(=O)N2NS(=O)(=O)c2ccccc2)cc1 (stereo not drawn),i,2.3,i,0,i,.,i,15,i,i,-15
O=C(c1ccco1)N1CCN(C(c2ccccc2)c2nnnn2C2CCCC2)CC1 (stereo not drawn),i,-0.6,i,2,i,-1,i,11,i,i,-14
CCOC(=O)C(Cc1ccccc1)NC(=O)CCc1c(C)nc2ncnn2c1C (stereo not drawn),i,-0.7,i,-4,i,6,i,10,i,i,-21
COc1ccccc1C(=O)N/C(=C/c1ccc(Br)cc1)C(=O)NCC(=O)O,i,0.0,i,-2,i,1,i,15,i,i,-27
COC(=O)C1=C(C)N(CCCC(=O)O)C(=O)NC1c1cccs1 (stereo not drawn),i,-1.9,i,6,i,1,i,13,i,i,7
Cc1c(NC(=O)CC2NC(=O)NC2=O)c(=O)n(-c2ccccc2)n1C (stereo not drawn),i,0.8,i,12,i,-9,i,15,i,i,-38
Cc1ccc(-n2nnnc2-c2cnc(N3CCCC3)nc2C(F)(F)F)cc1,i,-0.4,i,4,i,2,i,-3,i,i,-24
S=C1NCN(Cc2cccnc2)CN1c1cccc2ccccc12,i,-0.2,i,1,i,-2,i,-13,i,i,6
O=C(c1cc2cc(Br)ccc2o1)N1CCCC1,i,1.0,i,2,i,-7,i,-64,i,i,-46
Cc1ccccc1OC(=O)Cn1c(C(F)(F)F)nc2ccccc21,i,0.0,i,2,i,0,i,14,i,i,-38
NC(=O)CSc1nnc(NC(=O)c2ccc(S(=O)(=O)N3CCCCC3)cc2)s1,i,0.2,i,.,i,24,i,3,i,i,.
CCCOc1ccc(/C=c2\sc3ncnn3c2=O)cc1,i,-0.3,i,-4,i,0,i,-7,i,i,9
O=C(C1=C[C@H](C2CCCCC2)C[C@H](OCCCCO)O1)N1CCN(Cc2ccc3c(c2)OCO3)CC1,i,-3.6,i,3,i,8,i,32,i,i,8
O=C(Cn1nc2sc3ccccc3n2c(=O)c1=O)c1ccc(Cl)cc1,i,-0.3,i,1,i,-1,i,0,i,i,-16
COc1ccc(CN2CCN(CCC(C)C)C(CCO)C2)cc1Cn1cncn1 (stereo not drawn),i,-0.3,i,2,i,1,i,-1,i,i,-33
Cc1ccc(NC(=O)Cn2cnc3ccccc32)cc1C,i,0.4,i,-1,i,-14,i,5,i,i,-26
O=C(O)CCc1nn2c3ccccc3n(CC(=O)c3cccs3)c2nc1=O,i,0.1,i,-2,i,6,i,5,i,i,1
CN(C)S(=O)(=O)c1cccc(NC(=O)c2ccc(-n3cncn3)c([N+](=O)[O-])c2)c1,i,-0.6,i,.,i,-5,i,3,i,i,.
COc1ccc2cc3cc(C(=O)NCCCN4CCC(C)CC4)oc3nc2c1,i,-1.6,i,13,i,-5,i,-2,i,i,-81
Cc1ccc(S(=O)(=O)N2CCC(C(=O)N[C@@H](C)C(=O)Nc3ccc(F)cc3)CC2)cc1,i,0.5,i,-3,i,8,i,23,i,i,-21
O=C(c1ccc(Br)cc1)N(Cc1ccco1)C1CCS(=O)(=O)C1 (stereo not drawn),i,0.4,i,6,i,-1,i,-3,i,i,16
COC(=O)/C=C/c1cnc[nH]1,i,0.0,i,-1,i,-3,i,-1,i,i,-5
CCNc1ccc([N+](=O)[O-])cc1,i,0.3,i,-1,i,-1,i,-7,i,i,-16

# Looked up one by one from above, two records:
SMILES,TRPC4 act,HIF activator,TRPC4 PAM,IEC-6 tox,MrgX1 antagonist,SKKanGAS inh,TRPC6 activator,aSyn UTR inh,TRPC6 inhibitor,TRPC4 inh,KLF5 inhibitor
Cc1ccc(NC(=O)Cn2cnc3ccccc32)cc1C,i,0.4,i,-1,i,-14,i,5,i,i,-26
CCNc1ccc([N+](=O)[O-])cc1,i,0.3,i,-1,i,-1,i,-7,i,i,-16

# Additional results follow:
SMILES,TRPC4 act,HIF activator,TRPC4 PAM,IEC-6 tox,MrgX1 antagonist,SKKanGAS inh,TRPC6 activator,aSyn UTR inh,TRPC6 inhibitor,TRPC4 inh,KLF5 inhibitor
CC(C)C[C@H]1COCCS(=O)(=O)N1Cc1cccc(F)c1,i,0.2,i,.,i,-2,i,10,i,i,.
COc1ccc(NC(=O)CCC(=O)Nc2nnc(C(F)(F)F)s2)c(OC)c1,i,-0.5,i,0,i,-1,i,20,i,i,-21
Cc1[nH]c2ccccc2c1C(=O)/C=C/c1ccccc1Cl,i,3.7,i,1,i,-15,i,-453,i,i,-15
CCCn1c(CCC(=O)O)ccc1-c1cccs1,i,-0.5,i,-12,i,0,i,3,i,i,-10
COc1cc(/C=N/NC(=O)C2=NNC(=O)C2C)ccc1O (stereo not drawn),i,0.1,i,-8,i,-7,i,6,i,i,-47
CC(C)N1CCc2c(sc(NC(=O)CN3C(=O)c4ccccc4C3=O)c2C(N)=O)C1,i,0.1,i,-1,i,-15,i,12,i,i,-25
COC(=O)c1[nH]c2ccc(F)cc2c1NC(=O)C1=COCCO1,i,0.2,i,6,i,1,i,24,i,i,-16
O=C(CCc1ccccc1)Nc1c(F)cccc1F,i,1.3,i,0,i,-8,i,-133,i,i,-8
COc1ccc(S(=O)(=O)N2CCC(C(=O)NCC3CC3)CC2)cc1,i,-0.1,i,-10,i,-5,i,0,i,i,-42
N#CCN1C(=O)C(=O)N(Cc2cccc(Cl)c2)C1=O,i,-0.3,i,2,i,8,i,-14,i,i,-21
CCC(C)(C)NC(=O)C(c1ccc(F)cc1)N(Cc1cccs1)C(=O)c1cnccn1 (stereo not drawn),i,0.1,i,-2,-5.3*,-6,i,-4,i,i,-24
Cc1ccc(N2C(=O)c3ccc(C(=O)O)cc3C2=O)cc1C,i,-0.3,i,3,i,-10,i,1,i,i,1

# Filtered by structure: the compounds so far containing a CF3 group.
SMILES,TRPC4 act,HIF activator,TRPC4 PAM,IEC-6 tox,MrgX1 antagonist,SKKanGAS inh,TRPC6 activator,aSyn UTR inh,TRPC6 inhibitor,TRPC4 inh,KLF5 inhibitor
Cc1ccc(-n2nnnc2-c2cnc(N3CCCC3)nc2C(F)(F)F)cc1,i,-0.4,i,4,i,2,i,-3,i,i,-24
Cc1ccccc1OC(=O)Cn1c(C(F)(F)F)nc2ccccc21,i,0.0,i,2,i,0,i,14,i,i,-38
COc1ccc(NC(=O)CCC(=O)Nc2nnc(C(F)(F)F)s2)c(OC)c1,i,-0.5,i,0,i,-1,i,20,i,i,-21

# Other entries
SMILES,TRPC4 act,HIF activator,TRPC4 PAM,IEC-6 tox,MrgX1 antagonist,SKKanGAS inh,TRPC6 activator,aSyn UTR inh,TRPC6 inhibitor,TRPC4 inh,KLF5 inhibitor
O=C(NCc1ccc(Cl)cc1)C1CCC(=O)N(C2CC2)C1 (stereo not drawn),i,-0.2,i,-11,i,-5,i,-7,i,i,-24
O=C(NCCc1ccccc1)C1CCCN1C(=O)Nc1ccc(Cl)cc1 (stereo not drawn),i,-2.3,i,2,i,5,i,-5,i,i,-31
Cc1ccc(C(=O)COC(=O)c2cc(Cl)nc3ccccc23)cc1,i,0.1,i,7,i,-4,i,1,i,i,-17
CC(=O)c1cccc(NC(=O)C2CCN(S(=O)(=O)c3ccc(F)cc3)CC2)c1,i,0.0,i,-5,i,-6,i,-13,i,i,-17
O=C(O)c1ccc2c(c1Nc1ccccc1)C(=O)c1ccccc1C2=O,i,-10,i,1,i,24,i,11,i,i,-5
c1ccc(SCc2nc(-c3ccncc3)n[nH]2)nc1,i,-0.3,i,0,i,4,i,-34,i,i,-21
CC(=O)O[C@@H]1[C@H]2[C@@H](C[C@@H](C)[C@@H]3C=CC(=O)[C@@]13C)OC(=O)[C@@H]2C,i,0.0,i,.,i,-3,i,1,i,i,.
CCN1CC(CN(C)Cc2cn(-c3ccc(C)cc3)nc2-c2cccc(C)c2)CC1=O (stereo not drawn),i,0.0,i,5,i,4,i,20,i,i,-21
CCCCNc1cc(F)nc(N)n1,i,-0.2,i,7,i,6,i,-2,i,i,6
COc1cccc(C(=O)NC(=S)N2c3ccccc3CC2C)c1OC (stereo not drawn),i,0.8,i,8,i,-3,i,8,i,i,-24
CSc1nsc(SC)c1C(=O)Nc1ccc(Cl)cc1,i,.,i,6,i,-7,i,.,i,i,-4
CCOc1ccc(OCCCC(=O)NNC(=O)c2ccncc2)cc1,i,-0.2,i,.,i,-14,i,-10,i,i,.

# A section of the results above, for reference:
SMILES,TRPC4 act,HIF activator,TRPC4 PAM,IEC-6 tox,MrgX1 antagonist,SKKanGAS inh,TRPC6 activator,aSyn UTR inh,TRPC6 inhibitor,TRPC4 inh,KLF5 inhibitor
CCCCNc1cc(F)nc(N)n1,i,-0.2,i,7,i,6,i,-2,i,i,6
COc1cccc(C(=O)NC(=S)N2c3ccccc3CC2C)c1OC (stereo not drawn),i,0.8,i,8,i,-3,i,8,i,i,-24
CSc1nsc(SC)c1C(=O)Nc1ccc(Cl)cc1,i,.,i,6,i,-7,i,.,i,i,-4
CCOc1ccc(OCCCC(=O)NNC(=O)c2ccncc2)cc1,i,-0.2,i,.,i,-14,i,-10,i,i,.

# (continued)
SMILES,TRPC4 act,HIF activator,TRPC4 PAM,IEC-6 tox,MrgX1 antagonist,SKKanGAS inh,TRPC6 activator,aSyn UTR inh,TRPC6 inhibitor,TRPC4 inh,KLF5 inhibitor
CCN(CC)CCCN1C(=O)C(=O)/C(=C(/O)c2cc(C)ccc2C)C1c1cccnc1 (stereo not drawn),i,-1.5,i,0,i,-4,i,-12,i,i,9
CC(=O)c1cccc(NC(=O)c2cc(=O)c3ccccc3o2)c1,i,-1.3,i,3,i,0,i,-62,i,i,-47
CN(C)C(=O)c1ccc(NC(=O)COc2cccc(Oc3ccccc3)c2)cc1,i,0.3,i,0,i,-1,i,25,i,i,8
Cc1ccc(C(=O)c2cc([N+](=O)[O-])ccc2N2CCOCC2)cc1C,i,-0.6,i,6,i,0,i,17,i,i,6
O=C1C2C3CCCC3=C3CCCC3C2C(=O)N1c1cccc(Cl)c1 (stereo not drawn),i,0.0,i,2,i,21,i,0,i,i,-17
Cc1ccc(-c2nc3ccccc3[nH]2)cn1,i,2.5,i,4,i,-4,i,-99,i,i,-102
Cc1ccc(NC(=O)CSc2nsc(SCC(=O)Nc3ccc(C)cc3C)c2C#N)c(C)c1,i,-0.1,i,3,i,-11,i,11,i,i,0
